G6PDH counter: inhibits Leuconostoc G6PDH, flagging false hits in G6PDH-based assays | Purified L. mesenteroides G6PDH, diaphorase/resazurin coupled fluorescence, 45 min | inhibition, % at 5 µM | hit rate 0.12% among 200,000; in the data active = inhibition above about 50%
STAT1 inh: inhibitors of IFN-gamma induced STAT1 signaling. hit rate 0.35% among 200,000. inhibition, % at 5.5 µM. NIH 3T3 STAT1-luciferase reporter, luminescence;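 active = inhibition above a set limit, the mean inhibition across all tested compounds plus 3 SD, cut at about 34% in these data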;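 note: 0% = IFN-gamma with DMSO and 100% = IFN-gamma with 300 µM nifuroxazide; values of inactives mirror those of a sister screen read the other way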
TLR4-MyD88 BLA: TLR4-MyD88 interaction inhibition in cells. O00206+Q99836. HeLa CL3-4 TLR4/MyD88 BLA complementation, FRET ratio. inhibition, % at 8.4 µM. hit rate 0.18% among 200,000; in the data active = inhibition above about 25%;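 note: 0% = vehicle and 100% = reference inhibitor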
Target sequence (O00206 whole entry, looked up): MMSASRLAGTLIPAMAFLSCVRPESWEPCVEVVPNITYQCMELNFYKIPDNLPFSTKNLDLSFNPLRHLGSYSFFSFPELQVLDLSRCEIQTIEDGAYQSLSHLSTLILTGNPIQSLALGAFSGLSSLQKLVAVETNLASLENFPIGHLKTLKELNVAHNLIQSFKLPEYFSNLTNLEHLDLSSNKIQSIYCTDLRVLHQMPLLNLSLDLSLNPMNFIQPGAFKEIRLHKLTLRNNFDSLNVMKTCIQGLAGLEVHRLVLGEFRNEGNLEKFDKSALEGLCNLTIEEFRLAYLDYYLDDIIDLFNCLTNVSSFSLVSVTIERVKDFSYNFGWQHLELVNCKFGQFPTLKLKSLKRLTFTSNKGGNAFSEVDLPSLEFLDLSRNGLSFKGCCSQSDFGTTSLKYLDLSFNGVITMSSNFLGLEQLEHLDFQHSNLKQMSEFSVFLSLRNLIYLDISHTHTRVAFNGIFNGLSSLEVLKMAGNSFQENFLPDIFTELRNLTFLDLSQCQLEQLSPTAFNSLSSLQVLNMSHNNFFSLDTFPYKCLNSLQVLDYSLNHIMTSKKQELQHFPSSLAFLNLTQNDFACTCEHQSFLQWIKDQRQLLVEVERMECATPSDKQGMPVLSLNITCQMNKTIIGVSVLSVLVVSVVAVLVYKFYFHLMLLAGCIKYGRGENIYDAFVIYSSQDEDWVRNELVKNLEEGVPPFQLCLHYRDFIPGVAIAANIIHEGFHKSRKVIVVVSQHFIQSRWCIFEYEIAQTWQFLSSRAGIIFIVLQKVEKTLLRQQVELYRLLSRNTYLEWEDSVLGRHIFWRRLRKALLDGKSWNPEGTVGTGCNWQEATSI
Target sequence (Q99836 whole entry, looked up): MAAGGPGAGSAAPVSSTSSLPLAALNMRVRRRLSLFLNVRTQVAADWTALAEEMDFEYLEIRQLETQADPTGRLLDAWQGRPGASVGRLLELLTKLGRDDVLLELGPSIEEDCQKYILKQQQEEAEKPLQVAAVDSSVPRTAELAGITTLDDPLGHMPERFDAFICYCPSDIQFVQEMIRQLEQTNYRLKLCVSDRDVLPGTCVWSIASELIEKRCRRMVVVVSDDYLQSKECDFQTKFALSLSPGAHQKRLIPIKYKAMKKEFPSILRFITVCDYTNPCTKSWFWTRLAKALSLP
STAT3 inh: STAT3 signaling inhibition. hit rate 0.89% among 190,000. AID 862. inhibition, % at 5.5 µM. U3A cells, IL-6 STAT3-luciferase reporter, luminescence; host cell line lacks STAT1;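 active = inhibition above the mean inhibition across all screened compounds plus 3 SD, cut at about 44% in these data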;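 note: 0% = DMSO only wells and 100% = 100 µM nifuroxazide control wells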
Diaph act CS: diaphorase activation or chemical reduction counter-screen; Diaphorase/resazurin coupled assay, resorufin fluorescence, 16 min; hits give high values; 1 = vehicle wells, 0 = NADH-free wells; activation factor at 20 µM; hit rate 0.005% among 190,000; AID 1229;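 active = diaphorase activity raised at least twofold by the compound at 20 µM; inactive = activation factor below 2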
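Measured by – red resorufin fluorescence at 544/590 nm excitation/emission · Test system – Clostridium kluyveri diaphorase, purified enzyme · Incubation – reaction time 16 min, room temperature · Buffer or medium – 50 mM HEPES pH 7.4 with 4.542 mM MgCl2, 0.005% Tween 20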
STAT1 act: STAT1 signaling activation; activation (% of control), % at 5.5 µM; hit rate 2.6% among 200,000; NIH 3T3 STAT1-luciferase reporter, IFN-gamma, luminescence; 100% = IFN-gamma alone, no compound;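 active = activation above the screen-wide mean activation plus 3 SD, cut at about 130% in these data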;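 note: raw ratio to IFN-gamma control signal so 100% means no change and 0% no light; values of inactives mirror those of a sister screen read the other way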
Hsp70 act: Hsp70 transcriptional activation, primary screen; AID 1203; hit rate 0.04% among 200,000; HeLa Hsp70 promoter luciferase reporter, luminescence; scaled: vehicle 0, proteasome-inhibitor control 100%; activation, % at 10 µM;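 active = activation above the mean across all tested compounds plus 3 SD, cutoff set per campaign, cut at about 5.5% in these data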;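 note: 100% = MG132 at 30 µM as the positive control and 0% = DMSO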
STAT3 act: increases IL-6 driven STAT3 reporter signal; U3A cells, IL-6 STAT3-luciferase reporter, luminescence; 100% = signal with IL-6 EC80 alone; activation (% of control), % at 5.6 µM; hit rate 0.91% among 190,000; AID 871;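 active = activation above the screen-wide mean of compound activation plus 3 SD, cut at about 130% in these data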;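 note: 0% = background luminescence of wells with medium and substrate only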
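Test system: Human STAT1-deficient U3A cells with stable STAT3-luciferase reporter | Also added: Interleukin-6, 33 ng/mL | Timing: Compound pre-incubation 1 h before IL-6, then 6 h stimulation at 37 °C | Technique: Luciferase reporter luminescence | Read-out: Percent of IL-6-only median luminescence | Benchmarks: IL-6-only wells as 100% reference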
Diaph inh CS: counter-screen for diaphorase-based assays: diaphorase inhibitors and chemical oxidizers; diaphorase resazurin-to-resorufin fluorescence, NADH, 16 min; bacterial (C. kluyveri) enzyme, not human; inhibition, % at 20 µM; hit rate 0.69% among 190,000; AID 1217;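 active = primary screen inhibition at 20 µM above a set limit, cut at about 50% in these data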;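 note: plate controls were DMSO with full reaction for no effect and wells lacking NADH for full effect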
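Benchmarks: positive control wells lacking NADH, neutral wells with DMSO only. System: bacterial diaphorase enzyme (C. kluyveri). Input: 0.14 U/mL diaphorase, enzyme working solution. Detection: resorufin fluorescence, excitation 544 nm, emission 590 nm. Times: 16-min room-temperature incubation before reading.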
APP 5UTR inh: APP translation inhibition; hit rate 0.82% among 190,000; inhibition, % at 2 µM; SH-SY5Y APP 5'UTR-luciferase reporter, luminescence;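 active = inhibition above a set limit, derived from the sample mean plus 3 SD, cut at about 45% in these data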; note: values of inactives mirror those of a sister screen read the other way
The depositor's hits bear a star; . = not tested or not shown.

smiles,G6PDH counter,STAT1 inh,TLR4-MyD88 BLA,STAT3 inh,Diaph act CS,STAT1 act,Hsp70 act,STAT3 act,Diaph inh CS,APP 5UTR inh
Cn1c(C(=O)OC(C(=O)NC2CCCCC2)c2cccnc2)cc2sccc21 (centres undefined),7,0,-8,8,0.9,100,-0.1,96,8,-25
O=C(COC(=O)c1cccc(C(=O)OCC(=O)NC2CCCCC2)n1)NC1CCCCC1,-2,7,-1,7,0.8,94,-0.1,99,21,-6
CCN(CC)CCNC(=O)Cn1cnc2sc(C)c(S(=O)(=O)N3CCN(c4ncccn4)CC3)c2c1=O,8,-12,-12,6,0.9,110,-0.1,96,12,2
CCN(CC)S(=O)(=O)c1ccc(Oc2cccc(C(C)=O)c2)nc1,8,9,-3,2,1,92,-0.2,101,2,-2
Cn1c(Cc2ccccc2)nnc1SCC(=O)Nc1ccccc1,21,-7,-23,13,0.9,105,-0.1,93,10,12
Cc1cc(=O)oc(C)c1C(=O)NCCCN1C(C)CCCC1C (centres undefined),6,4,4,5,0.9,96,-0.5,100,6,3
Cc1nn(C(=O)c2nn(C)cc2[N+](=O)[O-])c(C)c1Br,10,-10,6,-5,0.9,108,-0.2,106,13,13
O=C(Cc1c(F)cccc1Cl)NC1=NCCS1,-5,-1,0,1,1,101,0.0,100,2,7
Oc1ccc(-c2n[nH]c(C(F)(F)F)c2-c2ccccc2)c(O)c1,8,41*,-16,72*,0.8,61,-0.1,40,25,-5
O=C(COC(=O)c1ccc(S(=O)(=O)N2CCCC2)cc1)NCc1ccc(F)cc1,4,8,15,12,1,93,-0.3,94,-1,-4
Cc1cc(NC(=O)CN2C(=O)NC3(CCCCC3)C2=O)no1,2,-1,-6,-1,0.9,101,-0.1,104,7,6
CCCCC(CC)CNC(=O)Cn1c(=S)[nH]c2ncccc2c1=O (centres undefined),0,2,-9,4,1.1,100,-0.1,100,-5,-18
CC(C)Sc1nc2c(c(=O)n1C)SC(C)C2 (centres undefined),-3,10,5,10,0.8,89,-0.1,91,21,-4
Cc1ccc(N(C(=O)C2CCCC2)C2C=CS(=O)(=O)C2)cc1C (centres undefined),5,-3,0,6,0.8,102,-0.3,100,25,-8
COc1cccc(CNC(=O)C(C(=O)NCc2cccc(OC)c2)c2ncc(C(F)(F)F)cc2Cl)c1,4,-2,-5,-10,1,101,-0.1,110,0,-1
C=CCn1c(SCC(=O)c2cccs2)nnc1-c1cccc(OC)c1,1,3,8,7,0.9,99,0.1,100,8,17
Cc1nn(Cc2c(Cl)cccc2Cl)c(C)c1NC(=O)c1cnn2c(C(F)F)cc(-c3ccccc3)nc12,1,-2,2,19,0.8,102,-0.3,88,20,-2
CC(=O)n1nc(-c2cccnc2)nc1NCc1cccs1,16,-3,-21,-1,0.9,101,-0.4,102,13,-13
COC(=O)CNC(=O)C(Cc1c[nH]c2ccccc12)NC(=O)OC(C)(C)C (centres undefined),18,3,-1,0,0.8,97,-0.1,103,17,-3
COC(=O)C1=C(C)NC(C)=C(C(=O)OC)C1C(=O)OCC(=O)Nc1ccc(C(C)=O)cc1,-4,-6,5,1,1.1,104,-0.4,103,-9,-17
O=C(N/N=C1/CCS(=O)(=O)c2ccc(F)cc21)c1ccccn1,1,-13,17,-1,1.1,112,-0.4,104,-14,-8
Oc1cc(-c2ccccc2)c2ccccc2c1,39,-5,0,-11,0.2,104,-0.2,109,84*,-19
CCn1c(=O)c(C(C)=O)nc2ccccc21,8,0,-4,-1,0.8,100,0.0,106,17,.
O=C(CSc1nc2ccccc2o1)NC(=O)NCc1ccccc1,6,6,-17,5,0.9,95,-0.2,99,7,3
CS(=O)(=O)N(Cc1ccccc1)c1ccc(C(=O)NN=C2CCCCCC2)cc1,-8,7,2,-2,1,94,-0.2,100,-2,6
COc1cc(NC(=O)C23CC4CC(C2)CC(n2nnc(C)n2)(C4)C3)c(OC)cc1Cl,7,9,-2,6,0.9,92,0.2,99,6,27
O=C(CCCN1C(=O)c2ccccc2C1=O)Oc1ccc(F)cc1,-13,1,-9,-2,0.9,99,-0.2,105,9,-2
CC(Oc1ccc(Br)cc1)C(=O)Nn1c(=S)[nH]c2ncccc2c1=O (centres undefined),-13,4,-2,1,0.6,96,0.1,98,36,-9
O=c1c2c3c(sc2n(CCN2CCCCC2)c(=O)n1Cc1ccco1)CCCCC3,-1,8,2,5,0.8,90,-0.6,96,16,-11
CCOC(=O)Cc1csc(NC(=O)CSc2ncnc3c2cnn3-c2ccc(OC)cc2)n1,5,9,4,41,0.7,92,0.0,72,31,-24
CN(CCC1CCOCC1)C(=O)CC1C(=O)NCCN1C/C=C/c1ccccc1 (centres undefined),12,0,-17,8,0.9,98,0.1,97,11,-3
CCn1c(O)c(C=NCc2cccs2)c(=O)n(CC)c1=S,0,-3,-2,-6,0.8,103,-0.2,104,20,-3
COc1ccc(S(=O)(=O)N2Cc3ccccc3CC2C(=O)Nc2ccc(O)cc2)cc1OC (centres undefined),5,1,-8,9,0.8,99,-0.1,97,17,-4
COc1cc(/C=C(\C#N)C(=O)NCc2cccs2)ccc1O,8,-1,-4,2,0.9,100,-0.2,102,11,10
COc1cccc(NC(=O)c2oc3ccccc3c2NC(=O)c2ccc3c(c2)OCO3)c1,2,-6,12,9,0.9,106,-0.2,95,9,-36
O=C(Nc1ccccc1Cl)C1(c2ccccc2)CC1(Cl)Cl (centres undefined),-7,3,0,2,0.8,97,0.2,97,15,18
C=CCOC(=O)/C(=C\c1ccccc1)NC(=O)c1ccco1,1,6,15,4,0.9,95,-0.4,99,14,-1
O=C(Cn1c(=S)[nH]c2ccccc2c1=O)N1CCN(c2ccc(F)cc2)CC1,4,-5,5,-17,0.9,104,-0.2,122,11,1
Cc1cc(NC(=O)CSc2n[nH]c(-c3cccs3)n2)no1,4,-6,0,-4,0.8,105,-0.1,105,20,-8
CCOC(=O)c1c2ccc(OCC(=O)N/N=C/c3ccc(C)cc3)cc2n2ccccc12,48,5,38*,-7,0.4,96,-0.1,113,61*,-10
Cc1cc(C(=O)Nc2ccon2)c(C)o1,0,-15,2,3,1.1,111,-0.4,102,-13,2
CCNc1nc2ccccc2[nH]1,4,6,-13,0,0.8,94,-0.4,107,24,.
Cc1ccn(CC(C)C(=O)O)n1 (centres undefined),19,-6,-3,2,0.9,104,0.0,102,11,-28
Clc1ccc(Cn2nnc(-c3ccccc3)n2)cc1,3,-14,2,7,0.8,113,-0.1,95,18,-5
CN1C(=O)NC(NC(=O)C2CCCCC2)(C(F)(F)F)C1=O (centres undefined),1,0,2,2,0.8,103,-0.5,100,18,1
O=c1oc2cc(Oc3ccc(C(F)(F)F)cc3[N+](=O)[O-])ccc2c2c1CCCC2,1,-4,-4,5,0.9,104,-0.4,102,8,-3
CC(=O)Nc1ccc(C(=O)Nc2nc(-c3ccccn3)cs2)cc1,15,2,-4,18,1.1,96,-0.3,90,-10,-1
COc1ccc(N2C(=O)C(CC(=O)Nc3ccc(F)cc3)N(CCc3cccs3)C2=O)cc1 (centres undefined),-12,6,7,15,0.8,95,-0.3,88,16,.
CC(=O)Nc1ccc(-c2nnc(SCc3ccccc3C#N)n2C)cc1,5,1,-2,-1,0.9,96,-0.2,101,12,.
CC(C)C12CN3CCN(CC(C3)/C1=N\NC(=O)Nc1ccccc1)C2,0,4,12,-5,1,97,-0.4,103,3,-16
CCc1nnc(NC(=O)CSc2nnc(Cc3ccc(OC)cc3)o2)s1,3,-1,-9,3,1,101,-0.2,102,4,5
O=c1oc2ccccc2c(Nc2ccc(O)cc2)c1[N+](=O)[O-],0,-4,3,-4,0.8,104,-0.2,107,19,-22
Cc1cc(Cl)c(S(=O)(=O)N2CCCC2)cc1OCC(=O)NC1CCCCC1,7,8,8,36,1,93,-0.4,73,-5,6
Cc1cc(=O)n2nc(-c3ccccc3)sc2c1C#N,8,-7,-12,18,0.8,107,-0.3,90,16,-4
O=C(Cc1c(F)cccc1Cl)N1CCCC1,-4,-3,-3,5,0.9,102,0.0,99,9,-19
Cn1cc(CN(CCO)Cc2cccs2)c(-c2ccccc2F)n1,10,1,-2,3,0.9,97,0.0,101,10,7
COc1ccc(S(=O)(=O)N(CCc2ccccc2)CC(=O)O)cc1OC,14,5,16,15,0.9,96,0.1,89,7,-9
COC(=O)c1cccc(NC(=O)CCNC(=O)c2ccc([N+](=O)[O-])cc2)c1,10,6,3,-5,0.9,95,-0.4,108,10,-12
COC(=O)c1c(NC(NC(C)=O)C(Cl)(Cl)Cl)sc2c1CCCC2 (centres undefined),-2,7,15,11,0.8,94,-0.3,91,15,15
Cc1cccn2c(=O)c(/C=N/O)c(N3CCCC3)nc12,9,7,10,-3,0.8,94,-0.3,104,19,-13

Next section.
smiles,G6PDH counter,STAT1 inh,TLR4-MyD88 BLA,STAT3 inh,Diaph act CS,STAT1 act,Hsp70 act,STAT3 act,Diaph inh CS,APP 5UTR inh
COc1ccc2c(c1)CC/C(=C/c1ccco1)C2=O,16,-37,10,38,0.7,133*,-0.1,70,28,-181
Cn1ccs/c1=N\S(=O)(=O)c1ccc(Br)cc1,2,-10,2,-10,1,109,-0.3,111,4,-2
CCOC(=O)c1sc(NCc2ccco2)c(-c2nc3ccccc3s2)c1N,5,-2,2,-65,0.8,103,0.2,158*,17,-3
Cc1nc2cc(Nc3ccncc3)ccc2s1,5,3,11,14,1.1,96,0.1,94,-6,2
CCCN1C2=NCCN2c2ccccc21,13,-2,9,11,0.7,102,-0.4,98,28,-1
COc1cc(OC)c(OC)cc1/C=N/NC(=O)c1ccc(=O)n(C)c1,-10,12,-13,2,0.9,89,-0.3,99,12,-11
CC(C)c1ccc(-c2c(C#N)c(N)nc3c2CCCCC3)cc1,2,3,-8,0,1,97,-0.1,102,0,-4
Cc1cc(C(F)(F)F)nn2cnnc12,1,-3,-7,6,0.9,101,-0.1,97,12,-1

Gathered by group: the compounds so far with a COOH group.
smiles,G6PDH counter,STAT1 inh,TLR4-MyD88 BLA,STAT3 inh,Diaph act CS,STAT1 act,Hsp70 act,STAT3 act,Diaph inh CS,APP 5UTR inh
Cc1ccn(CC(C)C(=O)O)n1 (centres undefined),19,-6,-3,2,0.9,104,0.0,102,11,-28
COc1ccc(S(=O)(=O)N(CCc2ccccc2)CC(=O)O)cc1OC,14,5,16,15,0.9,96,0.1,89,7,-9

From PubChem BioAssay
